STAT1 activator = STAT1 signaling activators, primary screen, cell-based, HTS, luciferase reporter; 200,000 tested, 2.6% active; NIH 3T3 STAT1-luciferase reporter, IFN-gamma, luminescence; 100% = IFN-gamma alone, no compound; activation (% of control), % at 5.5 µM;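 active = activation above the screen-wide mean activation plus 3 SD, cut at about 130% in these data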;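 also: raw ratio to IFN-gamma control signal so 100% means no change and 0% no light; values of inactives mirror those of a sister screen read the other way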
FLuc act counter = FLuc activators, initial screening, artefact control for FLuc-dependent activation tests, biochemical, ATPlite luminescence. activation factor at 10 µM. Luciferin 4-monooxygenase (Photinus pyralis), P08659. AID 1027, 2008. ATPlite luciferase biochemical, 10 min; 0 = ATP-free wells, 1 = DMSO control. 200,000 tested, under 10 active;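 active = luciferase activation factor, scaled between plate controls, of at least 2 with compound at 10 µM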
Target sequence (P08659 whole entry, looked up): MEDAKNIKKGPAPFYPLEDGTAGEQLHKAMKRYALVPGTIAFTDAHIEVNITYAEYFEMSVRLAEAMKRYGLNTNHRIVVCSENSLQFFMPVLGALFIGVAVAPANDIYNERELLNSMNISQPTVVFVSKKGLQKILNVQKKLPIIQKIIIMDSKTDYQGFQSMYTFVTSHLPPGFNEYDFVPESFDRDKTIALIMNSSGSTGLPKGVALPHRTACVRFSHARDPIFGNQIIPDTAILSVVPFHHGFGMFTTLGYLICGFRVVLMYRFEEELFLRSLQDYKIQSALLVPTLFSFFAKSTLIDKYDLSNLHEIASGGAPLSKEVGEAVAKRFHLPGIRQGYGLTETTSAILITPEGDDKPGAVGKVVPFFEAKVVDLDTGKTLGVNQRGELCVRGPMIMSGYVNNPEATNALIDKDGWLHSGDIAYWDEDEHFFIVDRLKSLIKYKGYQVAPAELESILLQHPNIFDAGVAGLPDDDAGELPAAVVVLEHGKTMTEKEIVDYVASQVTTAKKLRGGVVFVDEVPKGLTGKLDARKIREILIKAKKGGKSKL
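Material: luciferase plus luciferin reagent, cell-free. Medium: PBS buffer for ATP. Also added: ATP substrate, dispensed from a 10.24 µM working solution in PBS. Doses: test compounds dosed from 2 mM stocks in 100% DMSO. Incubation: 10 min post-reagent at room temperature. Technique: light output (luminescence). Read-out basis: luminescence gain marking luciferase activators.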
STAT3 inh = IL-6 driven STAT3 reporter inhibitors, primary screen, U3A cells, luciferase, luminescence, MLSCN library. IL-6 STAT3-luciferase reporter; host cell line lacks STAT1. inhibition, % at 5.5 µM. AID 862, 2007. 190,000 tested, 0.89% active;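 active = inhibition above the mean inhibition across all screened compounds plus 3 SD, cut at about 44% in these data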;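 also: 0% = DMSO only wells and 100% = 100 µM nifuroxazide control wells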
APP 5UTR inh = inhibitors of APP translation via 5'UTR reporter, primary screen, APP 5'UTR luciferase, SH-SY5Y cells. SH-SY5Y APP 5'UTR-luciferase reporter, luminescence. inhibition, % at 2 µM. 190,000 tested, 0.82% active. AID 1285, 2008;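 active = inhibition above a set limit, derived from the sample mean plus 3 SD, cut at about 45% in these data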; also: values of inactives mirror those of a sister screen read the other way
FLuc inh counter = firefly luciferase enzyme inhibitors, primary screen, artefact control for luciferase-based inhibitor screens, biochemical, luminescence, ATPLite; Luciferin 4-monooxygenase (Photinus pyralis), P08659; 10 min; inhibition, % at 10 µM; 200,000 tested, 1.5% active; AID 1006, 2008;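 active = inhibition above about 50% when tested at 10 µM, limit read from the data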
APP 5'UTR act = activators of APP 5'UTR luciferase reporter, primary screen, SH-SY5Y cells; SH-SY5Y APP 5'UTR luciferase reporter, luminescence; zero percent = DMSO vehicle wells; activation, % at 2 µM; 190,000 tested, 1% active;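 active = activation above a set limit, based on mean plus 3 SD of controls, cut at about 140% in these data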; also: values of inactives mirror those of a sister screen read the other way
STAT3 activator = IL-6 driven STAT3 reporter potentiators, primary screen, U3A cells, luciferase, luminescence, MLSCN library; IL-6 STAT3-luciferase reporter; 100% = signal with IL-6 EC80 alone; activation (% of control), % at 5.6 µM; 190,000 tested, 0.91% active; AID 871, 2007;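 active = activation above the screen-wide mean of compound activation plus 3 SD, cut at about 130% in these data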;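 also: 0% = background luminescence of wells with medium and substrate only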
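Material: human STAT1-deficient U3A cells with stable STAT3-luciferase reporter / Probe or stimulus: IL-6 stimulus at 33 ng/mL final / Schedule: 1 h compound pre-exposure, 6 h IL-6 stimulation, 37 °C / Technique: luminescence / Read-out basis: percent of IL-6-only median luminescence / Control set: IL-6-only high control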
ROMK primary = ROMK potassium channel modulators, primary screen, cell-based, thallium flux, MLSMR library; ATP-sensitive inward rectifier potassium channel 1 (Homo sapiens), P48048; Tet-inducible ROMK, thallium flux fluorescence; actives lie on both sides; B-score at 10 µM; 130,000 tested, 2% active;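 active = signal ratio slope over the read window, or its plate-corrected B-score, at least 3 SD from the plate mean, either direction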;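 also: B-score of the F/F0 ratio slope over 7 to 12 s after thallium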
Target sequence (P48048 whole entry, looked up): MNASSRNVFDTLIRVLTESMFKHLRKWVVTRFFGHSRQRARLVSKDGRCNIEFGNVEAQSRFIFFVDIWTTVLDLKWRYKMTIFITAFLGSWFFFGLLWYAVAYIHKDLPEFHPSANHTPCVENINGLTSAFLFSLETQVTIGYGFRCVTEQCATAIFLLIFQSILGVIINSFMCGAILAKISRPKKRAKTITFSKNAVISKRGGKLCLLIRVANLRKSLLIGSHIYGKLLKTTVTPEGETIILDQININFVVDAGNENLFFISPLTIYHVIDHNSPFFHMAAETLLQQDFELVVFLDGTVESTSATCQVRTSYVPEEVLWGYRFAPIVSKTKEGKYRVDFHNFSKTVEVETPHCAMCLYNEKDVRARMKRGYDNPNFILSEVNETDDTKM
NF-kB neuron act = activators of NF-kB expression in neurons, primary screen, cell-based, HTS. human neuronal cells, NF-kB reporter expression; hits give high values. fold change at 12.5 µM. 190,000 tested, 1.6% active. AID 1239, 2008; in the data active = fold change above about 3.3
STAT1 inh = STAT1 signaling inhibitors, primary screen, cell-based, HTS, luciferase reporter. NIH 3T3 STAT1-luciferase reporter, IFN-gamma, luminescence. inhibition, % at 5.5 µM. 200,000 tested, 0.35% active;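 active = inhibition above a set limit, the mean inhibition across all tested compounds plus 3 SD, cut at about 34% in these data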;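 also: 0% = IFN-gamma with DMSO and 100% = IFN-gamma with 300 µM nifuroxazide; values of inactives mirror those of a sister screen read the other way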
Active calls of the source: *; x = not tested or not shown.

The opening four records, to show the layout:
SMILES	STAT1 activator	FLuc act counter	STAT3 inh	APP 5UTR inh	FLuc inh counter	APP 5'UTR act	STAT3 activator	ROMK primary	NF-kB neuron act	STAT1 inh
Nc1nncn1C(=O)CCCN1C(=O)c2ccccc2C1=O	100	1	-4	-13	-4	13	107	-0.017	0.84	0
O=C(NCc1ccccc1)c1ccc(S(=O)(=O)C(F)F)cc1	105	1	-1	4	1	-4	106	-0.12	1.1	-5
O=C1C(c2ccc(F)cc2)N(C2CCCCC2)C(=O)CN1C1CCCC1 (stereo unspecified)	99	1.1	4	8	-8	-8	104	0.26	0.99	1
CCc1n(CC(O)COCc2ccccc2)c2ccccc2[n+]1C (stereo unspecified)	106	1	15	-7	3	7	95	-0.15	1.1	-8

All compounds of this part (from the top)
SMILES	STAT1 activator	FLuc act counter	STAT3 inh	APP 5UTR inh	FLuc inh counter	APP 5'UTR act	STAT3 activator	ROMK primary	NF-kB neuron act	STAT1 inh
Nc1nncn1C(=O)CCCN1C(=O)c2ccccc2C1=O	100	1	-4	-13	-4	13	107	-0.017	0.84	0
O=C(NCc1ccccc1)c1ccc(S(=O)(=O)C(F)F)cc1	105	1	-1	4	1	-4	106	-0.12	1.1	-5
O=C1C(c2ccc(F)cc2)N(C2CCCCC2)C(=O)CN1C1CCCC1 (stereo unspecified)	99	1.1	4	8	-8	-8	104	0.26	0.99	1
CCc1n(CC(O)COCc2ccccc2)c2ccccc2[n+]1C (stereo unspecified)	106	1	15	-7	3	7	95	-0.15	1.1	-8
CN(C(=O)CSc1nc(-c2ccccc2)cs1)C1CCS(=O)(=O)C1 (stereo unspecified)	102	1	4	-2	-3	2	100	x	1.4	-2
CC(C)N1C(=O)c2ccc(C(=O)O)cc2C1=O	104	1	-6	7	-2	-7	107	x	0.98	-4
Cc1ccc(NC(=O)NCCc2ccc(S(N)(=O)=O)cc2)cc1	99	1.2	10	-4	-19	4	96	x	0.97	1
CNc1ccncc1S(=O)(=O)NC	91	1	14	-15	-3	15	92	0.59	1.1	10
Cc1ccc(NC(=O)Cn2nnc(C(=O)NCc3ccco3)c2N)cc1	95	1	3	22	-1	-22	104	-0.13	1.1	5
CN(Cc1ccccc1)C(=O)C(C(=O)c1ccc(F)cc1)n1cc(Cl)ccc1=O (stereo unspecified)	110	1	1	8	-4	-8	100	-0.33	1.5	-12
O=C(Nc1ccc(N2CCN(C(=O)C3CC3)CC2)cc1)c1cccs1	111	1	24	0	1	0	86	0.21	0.93	-12
Cc1ccc(O)c(-c2cc(C(F)(F)F)[nH]n2)c1	103	1.1	15	-14	-5	14	91	x	1.5	-3
CCCCCCN1C(=O)C(O)=C(C(C)=O)C1c1ccccc1[N+](=O)[O-] (stereo unspecified)	95	1	0	0	0	0	105	0.037	1.1	4
O=C(c1ccco1)N1CCN(S(=O)(=O)c2ccc3c(c2)CCN3C(=O)C2CC2)CC1	96	1	10	-4	3	4	94	0.79	0.94	5
O=C(Cc1csc(Nc2nc(=S)[nH]c3ccccc23)n1)N1CCN(c2cccc(Cl)c2)CC1	95	1.1	-35	7	-7	-7	132	-0.75	1.1	3
CN1CCC(OC(=O)c2cccc(Cl)c2)CC1	98	1	7	-2	-3	2	99	0.11	0.98	0
Cc1occc1-c1nnc(SCC(=O)NCCc2ccccc2)n1Cc1ccccc1	96	1.1	6	-12	-7	12	104	x	1.1	5
O=C1NC(NS(=O)(=O)c2ccc(Cl)cc2)(C(F)(F)F)C(=O)N1Cc1cccnc1 (stereo unspecified)	98	1	-3	13	1	-13	106	0.11	1.3	2
CCCN1CNC(=S)N(CC2CCCO2)C1 (stereo unspecified)	106	1.1	-12	-8	-8	8	108	1.1	0.97	-6
CCCC(=O)NC(NC1CCS(=O)(=O)C1)C(Cl)(Cl)Cl (stereo unspecified)	97	1	0	-19	-2	19	102	2.1	1.3	2
CCOc1ccc(NC(=O)c2ccccc2NC(=O)CN(C)CC(=O)Nc2ccc(C)cc2)cc1	101	1.1	-51	8	-6	-8	149*	x	0.62	-1
O=c1oc(-c2ccco2)nc2c1cnn2-c1ccccc1	100	1	2	13	-2	-13	101	x	1.2	0
O=C(CSC(=S)N1CCSCC1)c1ccc(Cl)cc1	129*	0.7	19	-151	31	151*	90	-0.05	5.2*	-31
COc1cc(OC)c(/C=N/n2c(C)nnc2C)c(OC)c1	100	1	10	14	-3	-14	95	-0.65	1	-1
Cc1c(Cl)c([N+](=O)[O-])nn1CC(=O)NCc1ccco1	99	1.1	2	6	-7	-6	105	-0.38	1.2	2

(further entries)
SMILES	STAT1 activator	FLuc act counter	STAT3 inh	APP 5UTR inh	FLuc inh counter	APP 5'UTR act	STAT3 activator	ROMK primary	NF-kB neuron act	STAT1 inh
COCCN(C)C(=O)CC1C(=O)NCCN1CC(c1ccccc1)c1ccccc1 (stereo unspecified)	106	1	11	-4	-3	4	95	0.19	1.3	-6
N#Cc1c(-c2ccc(Cl)cc2)c(C#N)c(=O)n(N)c1N	94	1	-4	14	-3	-14	105	x	1.1	7
CC(=O)c1ccc(Oc2ccc(C(=O)c3ccc(C)c(C)c3)cc2[N+](=O)[O-])cc1	103	1	-3	3	-1	-3	106	0.35	2.9	-3
COc1ccc(-c2cn(-c3cccc(C)c3)c(=O)[nH]2)cc1OC	99	1	7	-15	2	15	101	-1.5	1.5	1
CC(=O)c1cccc(NC(=O)Cn2cc3c(n2)CCCC3)c1	106	1	4	20	-3	-20	101	x	1.6	-7
COc1ccc(/C=C2\Sc3ccc(C(=O)N4CCc5ccccc5C4)cc3N(C)C2=O)cc1	102	1	2	-7	-1	7	100	x	0.94	-2
Cc1ccc(N(CC(=O)NCC2CCCO2)C(=O)Cn2nnc(-c3cccs3)n2)cc1 (stereo unspecified)	94	1.1	6	2	-9	-2	97	x	1	5
Cc1nc2ccc(Cl)cn2c1C(=O)NN	108	1	2	16	-3	-16	99	0.29	1.1	-7
O=C(Nc1ccn(Cc2ccccc2)n1)c1ccc(F)cc1	138*	0.5	3	-68	50*	68	99	-0.71	1.1	-45
COc1ccc(-c2csc3nc(-c4ccccc4OC)oc(=O)c23)cc1	87	1	35	-16	0	16	75	1	0.79	12
CC1(C)CC(=O)C(N=Nc2cc3c(cc2[N+](=O)[O-])OCCO3)=C(O)C1	103	1	6	15	2	-15	99	-0.033	1.2	-2
Cc1ccc(-n2c(C)nnc2SCC(=O)NNC(=O)c2ccco2)cc1	104	1	6	-8	2	8	102	0.47	1.1	-7
COc1ccc(NC(=O)Nc2nnc(-c3ccncc3)s2)cc1	102	1.1	18	-37	-5	37	88	-1.3	0.73	-1
CCn1ncc(/C=N\NC(=O)c2csc3ccccc23)c1C	122	0.6	8	40	36	-40	99	2.8	1.7	-24
O=c1c2c3c(sc2nc(NCCO)n1CCc1ccccc1)CCCCC3	105	1.1	-12	3	-7	-3	112	x	1.2	-6
CCOC(=O)c1c(C)[nH]c(C(=O)N2CCN(c3ccc(OC)cc3)CC2)c1C	96	1.1	5	3	-6	-3	98	-0.3	1.1	4
CC(=O)NC(c1ccccc1)c1c(O)ccc2ccccc12 (stereo unspecified)	90	1.1	1	4	-6	-4	104	-2.3	1.1	10
CCn1c(O)c(C2=c3ccccc3=NC2=O)c2cc(Br)ccc21	97	1	-35	2	-2	-2	134*	0.97	1.1	1
O=[N+]([O-])c1cccc(/C=N/n2c(COc3ccccc3)n[nH]c2=S)c1	101	1.1	-3	-7	-7	7	108	-0.62	1.3	-1
COc1ccccc1C(=O)NNC(=O)c1ccc(NC(=O)C(C)C)cc1	105	1	-52	-4	3	4	148*	-0.028	1.1	-9
O=C1Nc2ccccc2OC1CC(=O)N1CCN(c2cccc(C(F)(F)F)c2)CC1 (stereo unspecified)	90	1.1	1	2	-8	-2	101	-0.76	1.4	11
Cc1cc(C)n(C(=O)c2ccc([N+](=O)[O-])c(Cl)c2)n1	104	1	-11	-6	1	6	109	x	0.74	-5
COc1ccccc1C(=O)Nc1cccnc1	98	1.1	42	6	-7	-6	70	-0.0057	1.2	1
COC(=O)N/N=C/c1cc([N+](=O)[O-])cc(Br)c1O	102	1	-10	5	-4	-5	104	x	1	-3
O=C(NN=C(Cc1ccccc1)Cc1ccccc1)C1CC1	97	1	6	10	-3	-10	97	-0.066	1.5	2

(further entries)
SMILES	STAT1 activator	FLuc act counter	STAT3 inh	APP 5UTR inh	FLuc inh counter	APP 5'UTR act	STAT3 activator	ROMK primary	NF-kB neuron act	STAT1 inh
O=C(O)c1ccc(C[n+]2c(-c3ccccc3)csc2Nc2ccccc2)cc1	100	1.1	-1	2	-8	-2	101	-0.27	1.2	0
Cn1cc(SCC(=O)N2CCCc3ccccc32)c2ccccc21	97	1	-15	-6	3	6	120	x	0.88	3
Cc1ccc(OCC(=O)Nc2cccc(O)c2)cc1C	106	0.7	11	-83	33	83	93	x	1.1	-7
CCNc1nc(NCC)nc(SCCOC(=O)COc2ccc(Cl)cc2Cl)n1	101	1	-10	-15	-3	15	109	x	1.3	-1
CCOc1ccc(-n2c(SCC(=O)N3CCc4ccccc43)nnc2-c2c[nH]c3ccccc23)cc1	98	1	3	11	-3	-11	97	0.13	1.1	3
Cc1nc(NCCc2ccc(F)cc2)c(C#N)c(C)c1[N+](=O)[O-]	97	1	20	3	-2	-3	87	x	0.95	4
CCC(=O)Nc1ccc(-c2nc3ccccc3c(=O)o2)cc1	63	0.3	32	15	74*	-15	76	x	x	39*
COc1ccc2cc(-c3csc(-c4cccnc4)n3)ccc2c1	124	0.7	26	-6	27	6	82	0.45	2.6	-27
Cc1ccc(C(=O)Oc2coc(CSc3nnc(NC(=O)C4CC4)s3)cc2=O)cc1C	98	1	0	11	-1	-11	99	-0.11	0.94	2
Cc1ccc(C(=O)OCC(=O)NCCC2=CCCCC2)s1	98	1	-1	-2	-1	2	106	x	0.94	2
C=CCOc1nc2c(c(=O)n(C)c(=O)n2C)n1Cc1ccc(Cl)cc1Cl	100	1	7	-14	-3	14	99	-0.003	1.1	1
COc1cc(SC#N)ccc1N=Cc1c(C)[nH]n(-c2ccc(C)c(C)c2)c1=O	96	0.8	1	x	21	x	100	0.97	1	5
O=C(COC(=O)CNC(=O)C1CCCCC1)Nc1ccc(Cl)cn1	104	x	2	14	x	-14	102	-0.025	1.4	-4
N#C/C(=N\Nc1cccc2ccccc12)c1nnc2n1CCCCC2	99	0.9	11	8	6	-8	90	x	1	1
Cc1[nH]c(C)c2c(=O)n(-c3ccccc3)ncc12	104	1	9	2	-2	-2	97	x	1.5	-5
O=C(Nc1ccc(Cl)cc1)c1cccs1	108	0.9	16	-101	9	101	86	-0.91	2.4	-8
Fc1ccccc1NC(=S)N1CCN(C/C=C/c2ccccc2)CC1	95	1	11	-10	-3	10	94	1.3	0.99	5
COc1cc(-c2cccs2)cc(=O)c2c(C)oc(C)c12	100	1.1	6	-11	-11	11	98	x	0.94	0

Source: PubChem (several laboratories)
